Bioassay records from PubChem.
MrgX1 agonist: agonists of human MrgX1 receptor. Q96LB2. MrgX1-HEK293 cells, Fluo-4 calcium fluorescence, agonist mode; hits give high values. B-score at 10 µM. 310,000 compounds, 0.44% hits. AID 588627;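 active means calcium response B-score plate-corrected fluorescence ratio at least 3 library SD, with starting fluorescence B-score inside 5 SD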
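Test system: HEK293 cells stably expressing human MrgX1 receptor; amount: 15,000 cells per well; doses: compound delivered in addition one of three; times: overnight plating before 1 h dye loading; detection: Fluo-4 NW calcium-flux fluorescence, kinetic read; read-out basis: B-scored fluorescence response ratio; controls: positive and negative controls per plate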
TRPC4 inh: inhibitors of mouse TRPC4 channel | AID 2247 | 300,000 compounds, 0.39% hits | HEK293 TRPC4beta/mu-opioid, DAMGO-evoked Fluo4 calcium flux; hits give low values | Q9QUQ5 | B-score at 10 µM;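 active means B-score over 3 SD under the library average, no early fluorescence shift, positive overall ratio signal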
Target sequence (Q9QUQ5 whole entry, looked up): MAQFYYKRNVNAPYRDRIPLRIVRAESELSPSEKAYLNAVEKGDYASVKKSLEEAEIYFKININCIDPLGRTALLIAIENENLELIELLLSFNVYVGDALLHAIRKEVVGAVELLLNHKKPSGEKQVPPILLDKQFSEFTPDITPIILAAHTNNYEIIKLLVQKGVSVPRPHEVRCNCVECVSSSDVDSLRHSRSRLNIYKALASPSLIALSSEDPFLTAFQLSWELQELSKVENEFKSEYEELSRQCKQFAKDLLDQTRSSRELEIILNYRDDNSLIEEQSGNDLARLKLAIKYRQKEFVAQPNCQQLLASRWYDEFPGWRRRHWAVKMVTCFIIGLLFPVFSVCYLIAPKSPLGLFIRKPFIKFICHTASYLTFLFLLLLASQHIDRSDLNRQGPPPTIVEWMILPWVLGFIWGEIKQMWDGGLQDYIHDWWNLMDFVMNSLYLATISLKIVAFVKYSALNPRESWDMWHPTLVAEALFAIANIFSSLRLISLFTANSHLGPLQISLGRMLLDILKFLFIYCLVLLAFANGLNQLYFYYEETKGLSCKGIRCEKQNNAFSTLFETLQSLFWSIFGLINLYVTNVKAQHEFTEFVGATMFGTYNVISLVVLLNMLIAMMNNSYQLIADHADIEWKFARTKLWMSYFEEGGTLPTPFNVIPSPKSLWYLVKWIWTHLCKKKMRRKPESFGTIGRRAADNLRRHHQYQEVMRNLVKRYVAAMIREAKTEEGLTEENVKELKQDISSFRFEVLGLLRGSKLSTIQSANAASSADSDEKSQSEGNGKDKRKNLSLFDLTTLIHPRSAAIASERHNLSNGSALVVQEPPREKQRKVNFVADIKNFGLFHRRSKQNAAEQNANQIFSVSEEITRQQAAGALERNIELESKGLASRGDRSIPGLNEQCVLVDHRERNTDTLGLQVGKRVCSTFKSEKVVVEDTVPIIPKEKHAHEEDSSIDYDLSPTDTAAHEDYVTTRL
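Signal: kinetic Fluo4 fluorescence imaging of calcium influx. Material: stable TRPC4beta/mu-opioid receptor HEK293 cells. Probe or stimulus: DAMGO in two steps, submaximal then maximal.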
HIF activator: HIF pathway transcriptional activation; U2OS HRE-luciferase reporter, luminescence; normalized: DMSO 0%, desferrioxamine 100%; activation, % at 7.5 µM (by protocol); 300,000 compounds, 0.32% hits; AID 1910;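 active means mean activation of at least 10% of the iron chelator positive control signal, with at least half of replicates also reaching 10%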
TRPC6 inhibitor: inhibitors of mouse TRPC6 channel; Q61143; HEK293-TRPC6, membrane potential dye, ACh-evoked depolarization; hits give low values; B-score at 10 µM; 310,000 compounds, 1.1% hits; AID 2553;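 active means B-score under library mean minus 3 SD, initial fluorescence not abnormally high, positive integrated signal ratio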;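 further: B-score derived from integrated fluorescence ratio over the kinetic read; more negative B-score means stronger inhibition of depolarization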
MrgX1 allo act: human MrgX1 positive allosteric modulation, primary screen; MrgX1-HEK293, Fluo-4 calcium flux, FDSS; hits give high values; B-score at 10 µM; 310,000 compounds, 0.63% hits;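 active means plate-corrected calcium response at least 3 library SD above typical, normal starting fluorescence, not activating the receptor alone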;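 further: compound read alongside a low EC10 to EC30 dose of BAM8-22 agonist; peak minus trough fluorescence over baseline measured at the second addition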
TRPC4 act: opens the mouse TRPC4 cation channel; AID 2237; B-score at 10 µM; 310,000 compounds, 0.49% hits; HEK293 TRPC4beta/mu-opioid, Fluo4 calcium fluorescence; hits give high values;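 active means B-score above 5 SD of library B-scores, and initial fluorescence ratio not above library mean plus 5 SD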;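 further: positive B-score marks a calcium rise read as TRPC4 activation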
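system = HEK293 cells stably co-expressing mouse TRPC4beta and mu-opioid receptor | schedule = Fluo4 dye loading 45 min at room temperature, 110 s recording | measure = B-scored integrated calcium fluorescence ratio | signal = Fluo4 calcium-sensitive dye fluorescence, kinetic, 1 Hz baseline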
PolyA inhibitor: blocks polyadenylation in yeast reporter cells. S. cerevisiae SKY197-pL101 polyadenylation reporter, beta-gal luminescence; efflux-impaired pdr1/pdr3 knockout yeast; score 100 = 6 SD above DMSO. calls only at 12 µM. 300,000 compounds, 0.02% hits. AID 1875;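 active means lowest replicate activity score at least 50, where 100 means six control SD above control mean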;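 further: yeast exposed to compound for 9 h at 30 °C; higher score means more reporter readthrough which indicates perturbed polyadenylation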
AI-2 QS modul: Vibrio harveyi AI-2 quorum sensing modulation | Vibrio harveyi JMH597 AI-2 luminescence/OD600 ratio, 9 h; hits give low values; strain lacks LuxN and CqsS sensors; 0 = neutral-control median | activity change, % at 7.5 µM | 300,000 compounds, 0.4% hits; in the data active means activity change below about -75%, passing the limit was not always enough;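 further: luminescence divided by OD600 gain over 9 h not by final OD600 alone; inactives centre near 13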
MrgX1 antagonist: blocks BAM8-22 activation of human MrgX1 receptor; Q96LB2; MRGX1-HEK293 calcium flux, Fluo-4, BAM8-22 antagonism; hits give low values; B-score at 10 µM; 310,000 compounds, 1.3% hits; AID 588676;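 active means calcium-response B-score plate-corrected more than 3 library SD below zero, starting fluorescence within 5 deviations, no agonist response on first addition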;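 further: peak minus trough fluorescence over baseline after final BAM8-22 challenge near maximal dose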
TRPC4 potent: TRPC4 (mouse) allosteric potentiation | Q9QUQ5 | HEK293 TRPC4beta/mu-opioid, DAMGO EC20, Fluo-4 Ca2+ flux; hits give high values | B-score at 10 µM | 310,000 compounds, 0.42% hits | AID 2227;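 active means B-score of calcium response area above 5 SD of library B-scores, with initial fluorescence ratio within 5 SD of library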;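 further: B-score of integrated fluorescence ratio over time as area under calcium response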
TRPC6 activator: mouse TRPC6 channel activation. HEK293-TRPC6 membrane potential dye fluorescence; hits give high values. Q61143. B-score at 10 µM. 310,000 compounds, 0.13% hits;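 active means B-score of the integrated fluorescence ratio above library mean plus 3 SD, and starting fluorescence ratio within library mean plus 5 SD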;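 further: higher score means more depolarization so channel activation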
Starred values were filed as active, the others as inactive; i = inactive; / = not tested or not shown. Some of the compounds tested; rates above refer to the full screens.

mol | AI-2 QS modul | MrgX1 antagonist | MrgX1 allo act | PolyA inhibitor | TRPC4 inh | MrgX1 agonist | HIF activator | TRPC6 inhibitor | TRPC4 potent | TRPC6 activator | TRPC4 act
NCC(c1ccccc1)c1c[nH]c2ccccc12 (stereo not drawn) | 8.7 | i | i | i | i | i | 0.7 | i | i | i | i
CCOC(=O)C(C(=O)Nc1cccc(C)c1)C1CCCCC1 (stereo not drawn) | 28.2 | i | i | i | i | i | -0.5 | i | i | i | i
Clc1ccccc1OCc1nnc(-c2ccccc2)o1 | -4.9 | i | i | i | i | i | 3.4 | i | i | i | i
CCOC(=O)C1CCN(C(c2cc3ccc(C)cc3[nH]c2=O)c2nnnn2C2CCCCC2)CC1 (stereo not drawn) | 53.2 | i | i | i | i | i | 0.1 | i | i | i | i
COc1ccc(CN2C(=O)[C@@H]3C(c4ccccc4Cl)=NO[C@@H]3C2=O)cc1 | 15.2 | i | i | i | i | i | 0.2 | i | i | i | i
CCOc1ccc(OCc2ccc(C(=O)NCC3CCCO3)o2)cc1 (stereo not drawn) | -4.7 | i | i | i | i | i | 0.4 | i | i | i | i
CC1(C)CC(=O)C(C=NCCN2CCN(C(=O)CC3CCCC3)CC2)=C(O)C1 | 14.8 | / | / | i | i | / | 0.3 | i | i | i | i
O=C(CCCOc1ccccc1)n1nnc2ccccc21 | 32.8 | i | i | i | i | i | 0.0 | i | i | i | i
CN(C)S(=O)(=O)c1cccc(C(=O)NCC(=O)NC2CCN(Cc3ccccc3)CC2)c1 | 11.6 | i | i | i | i | i | 0.0 | i | i | i | i
Cc1ccc(CSC2=Nc3ccccc3C3=NC(CC(=O)NCc4ccco4)C(=O)N23)cc1 (stereo not drawn) | -51.9 | i | i | i | i | i | 2.9 | i | i | i | i
Cn1ccsc1=NC(=O)c1ccc(S(=O)(=O)C(F)F)cc1 | 11.4 | i | i | i | i | i | 7.0 | i | i | i | i
CCOC(=O)c1[nH]c2ccc(OC)cc2c1NC(=S)N1CCN(c2ccccn2)CC1 | 8.7 | i | i | i | i | i | 0.5 | i | i | i | i
COc1cc(NC(=O)CSc2nnnn2Cc2ccccc2)cc(OC)c1 | 10.4 | i | i | i | i | i | 0.1 | i | i | i | i
CCOC(=O)c1c(NC(=O)c2ccc(S(=O)(=O)N3CCOCC3)cc2)sc2c1CC(C)(C)NC2(C)C | 8.5 | i | i | i | i | i | 0.2 | i | i | i | i
CC(OC(=O)c1cccnc1)C(=O)Nc1ccc2c(c1)OCO2 (stereo not drawn) | 25.0 | i | i | i | i | i | -1.4 | i | i | i | i
COc1cc(C(=O)Nc2nc3ccc(C)cc3s2)ccc1OCc1c(C)noc1C | 10.9 | i | i | i | i | i | 0.4 | i | i | i | i
CC1CCN(c2c(NCc3ccc(C(=O)N4CCc5ccccc54)cc3)c(=O)c2=O)CC1 | 8.2 | i | i | i | i | i | 0.1 | i | i | i | i
CC(C)CNC(=O)N[C@@H](CC(C)C)C(=O)O | 10.9 | i | i | i | i | i | -0.4 | i | i | i | i
CCCCOc1ccc(C(O)(CC)CCN2CCOCC2)cc1 (stereo not drawn) | 6.1 | -6.33* | i | i | i | i | -0.1 | i | i | i | i
COC(=O)COc1ccc2oc(=O)cc(C)c2c1 | 26.1 | i | i | i | i | i | 0.1 | i | i | i | i
COc1ccc(C)cc1C1=Nc2ccccc2C1(C)C | 26.2 | i | i | i | i | i | -0.2 | i | i | i | i
CCOc1cc(Br)c(C(=O)O)cc1OCC | 7.1 | i | i | i | i | i | -0.1 | i | i | i | i
CCOC(=O)CSC1=N/C(=C/c2ccc(-n3cncn3)cc2)C(=O)N1C(C)=O | -0.6 | i | i | i | i | i | -0.1 | i | i | i | i
O=C(Nc1ccccc1)c1cccc(C(=O)Nc2ccccc2)n1 | 8.9 | i | i | i | i | i | -0.5 | i | i | i | i
Cn1c(Cn2c(=O)sc3ccccc32)nnc1SCC(=O)NCC1CCCO1 (stereo not drawn) | 5.5 | i | i | i | i | i | 0.0 | i | i | i | i
Cc1ccc(NC(=O)Cn2cc(C=O)c3ccccc32)cc1C | 10.0 | i | i | i | i | i | -1.1 | i | i | i | i
CS(=O)(=O)c1sc(C(=O)NC(=O)Nc2cccc(C(F)(F)F)c2)c2c1C=CCC2 | / | i | i | i | i | i | -0.3 | i | i | i | i
CCOC(=O)N1CCN(c2ccccc2OC)CC1 | -5.5 | i | i | i | i | i | -0.2 | i | i | i | i
CC1CCc2c(C(=O)Nc3ccc(OC(F)(F)F)cc3)csc2C1 (stereo not drawn) | 9.3 | i | i | i | i | i | 1.4 | i | i | i | i
CCc1c(C(=O)N/N=C/c2cn[nH]c2-c2ccc(F)cc2)csc1C | 13.1 | i | i | i | i | i | 0.2 | i | i | i | i
Cc1ccc(S(=O)(=O)n2nc(OC(=O)c3cccs3)cc2N)cc1 | 21.0 | i | i | i | i | i | -0.1 | i | i | i | i
COc1cccc(-c2ccc(NC(=O)C3CCCN(Cc4cnn(C)c4C)C3)cc2)c1 (stereo not drawn) | -0.9 | i | i | i | i | i | -0.7 | i | i | i | i
CCCN(CCC)CCCNC(=O)CC1Nc2ccccc2NC1=O (stereo not drawn) | 20.1 | i | i | i | / | i | -0.3 | i | i | i | i
Cc1ccc(-n2c(SCC(=O)OC(C)C)nnc2-c2ccncc2)cc1 | 18.0 | i | i | i | / | i | 0.0 | i | i | i | i
CCOC(=O)c1cc2c(=O)[nH]ccc2nc1C | 18.4 | i | i | i | i | i | 0.4 | i | i | i | i
Cc1ccc(S(=O)(=O)Nc2cc3c(cc2N2CCOCC2)n(C)c(=O)c(=O)n3C)cc1 | 9.0 | i | i | i | i | i | 0.0 | i | i | i | i
Cc1ccc(NC(=O)CCC(=O)NNC(=O)c2ccccc2[N+](=O)[O-])c(C)c1 | 21.6 | i | i | i | i | i | -0.4 | i | i | i | i
O=C(Nc1ccccc1F)C1CCCN(S(=O)(=O)c2ccc(-n3cnnn3)cc2)C1 (stereo not drawn) | -15.7 | i | i | i | i | i | 0.3 | i | i | i | i
O=C(OCC(=O)N1CCC(Cc2ccccc2)CC1)c1cc(Cl)ccc1O | 21.4 | i | i | i | i | i | -0.8 | i | i | i | i
COc1cc(/C=N/NC(=O)CC2(C)OCCCO2)ccc1OCc1ccccc1 | 6.7 | i | i | i | i | i | 2.0 | i | i | i | i
CCOC(=O)/C(C#N)=C\c1c(OCC)n(CC)c2ccccc12 | 8.3 | i | i | i | i | i | -0.2 | i | i | i | i
CC(=O)Nc1ccc(S(=O)(=O)N2CCN(C(=O)c3ncoc3-c3ccc(F)cc3)CC2)cc1 | 17.5 | i | i | i | i | i | -0.1 | i | i | i | i
N#CNC(=Nc1cccc(C(F)(F)F)c1)SCc1ccc(C(=O)O)cc1 | 4.7 | i | i | i | i | i | / | i | i | i | i
CC(C)(C)C(=O)Nc1ccc(-c2csnn2)cc1 | 30.9 | i | i | i | i | i | 2.6 | i | i | i | i
CCN(CC)c1ccc(C(=O)OCC(=O)Nc2cccc(S(=O)(=O)NC3=NCCCCC3)c2)cc1 | 25.4 | i | i | i | i | i | -0.7 | i | i | i | i
C=CCc1c(C)nc(C)nc1N/N=C/c1ccc([N+](=O)[O-])cc1 | 3.0 | i | i | i | i | i | 0.0 | i | i | i | i
CCNS(=O)(=O)c1ccc(NC(=O)c2c(-c3ccccc3)noc2C)cc1 | 21.1 | i | i | i | i | i | -0.3 | i | i | i | i
CCOC(=O)CN1C(=O)/C(=C/c2ccc(Cl)cc2)Oc2ccccc21 | 6.2 | i | i | i | i | i | -1.2 | i | i | i | i
CC1(C)CN(c2ccc(-c3ccnc4ncnn34)cc2)C1=O | 37.2 | i | i | i | i | i | 0.8 | i | i | i | i
N#Cc1c(NCCO)ccc([N+](=O)[O-])c1NCCO | 9.6 | i | i | i | i | i | 0.1 | i | i | i | i
Cc1ccc(OCC(=O)Nc2cccc(-c3nnc(-c4ccccc4)o3)c2)cc1 | 13.6 | i | i | i | i | i | 2.6 | i | i | i | i
O=C(CSCc1ccccc1)Nc1ccccc1C(=O)Nc1ccc(C(=O)O)cc1 | 11.0 | i | i | i | i | i | -0.1 | i | i | i | i
Cc1ccccc1OCCCC(=O)Nc1ccc(Br)cc1 | -5.4 | i | i | i | i | i | 0.0 | i | i | i | i
Cc1cc(C)cc(NC(=O)COC(=O)c2cc(=O)[nH]c(=O)[nH]2)c1 | 15.9 | i | i | i | i | i | -0.3 | i | i | i | i
Cc1ccc(S(=O)(=O)N(CC(=O)N/N=C/c2ccco2)Cc2ccccc2)cc1 | 12.0 | i | i | i | i | i | -0.2 | i | i | i | i
CC(C)Cn1c(=O)c2c(nc3n2CCS3)n(C)c1=O | 9.4 | i | i | i | i | i | 0.1 | i | i | i | i
O=C(CSc1nnc2scc(-c3ccccc3)n12)Nc1nsc(-c2ccc(Cl)cc2)n1 | 8.3 | i | i | i | i | i | -0.8 | i | i | i | i
Cc1c(C)c2c(OCC(=O)NCc3ccccn3)cc3c(c2oc1=O)CCC(C)(C)O3 | 11.6 | i | i | i | i | i | -0.3 | i | i | i | i
FC(F)(F)c1cc(-c2ccccc2)nc(NCC2CCCO2)n1 (stereo not drawn) | -5.0 | i | i | i | i | i | 0.5 | i | i | i | i
O=C(CCN1C(=O)/C(=C/c2ccc(F)cc2)SC1=S)NCCc1cnc[nH]1 | 13.0 | i | i | i | i | i | / | i | i | i | i

Next structures
mol | AI-2 QS modul | MrgX1 antagonist | MrgX1 allo act | PolyA inhibitor | TRPC4 inh | MrgX1 agonist | HIF activator | TRPC6 inhibitor | TRPC4 potent | TRPC6 activator | TRPC4 act
O=C(O)c1cccc(N/C(=N\S(=O)(=O)c2ccccc2)c2ccccc2)c1 | -5.8 | i | i | i | i | i | 0.5 | i | i | i | i
Cc1cc(C)c(OCC(=O)Nc2ccc(S(=O)(=O)N3CCOCC3)cc2)c(C)c1 | 13.2 | i | i | i | i | i | -0.3 | i | i | i | i
CC(Cc1ccccc1)C(=O)N[C@@H](CO)Cc1ccccc1 (stereo partly drawn) | 22.8 | i | i | i | i | i | 0.0 | i | i | i | i
C=CCNC(=O)c1cc(Cl)cc(Cl)c1 | 16.3 | i | i | i | i | i | -1.6 | i | i | i | i
Oc1ccccc1CNCC12CC3CC(CC(C3)C1)C2 | 11.9 | i | i | i | i | i | -0.9 | i | i | i | i
